# Screening data from PubChem BioAssay.
# PAX8 reporter: lowers PAX8-driven luciferase in RMG-I cells; RMG-I TPO-luciferase reporter, SteadyGlo, 24 h; inhibition, % at 12.6 µM; hit rate 1.2% among 360,000; AID 652154;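 active = mean replicate inhibition at least 60% with every replicate also reaching 60%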;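 note: luciferase light reporting Pax8 driven TPO promoter activity; plate controls were median of neutral control wells for no effect and mitoxantrone controls for full effect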
# miR-122 sensor: miR-122 inhibition in Huh7 cells. activation (reporter increase), % at 12.5 µM. Huh7 miR-122 Renilla luciferase sensor, 48 h; neutral wells = 0, positive control = 100. hit rate 0.3% among 340,000;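 active = mean replicate activation score at least 90 and every replicate individually at or above 90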;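 note: higher luciferase means less miR-122 activity so hits act as miR-122 inhibitors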
# PGC1a acetyl inh: lowers PGC1a acetylation signal in U2OS cells | AlphaScreen anti-acetyl-lysine; with virally co-expressed GCN5 acetyltransferase | inhibition, % at 15.6 µM | hit rate 0.17% among 350,000;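 active = every replicate shows inhibition of at least 40%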;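 note: 0% = neutral control wells and 100% = positive control wells; some results beyond the cut were filed as inactive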
# LGR2 antag: blocks bursicon-induced cAMP signaling via Drosophila LGR2; AID 720647; HEK293 LGR2, CRE-luciferase, bursicon-stimulated, 4 h; hit rate 0.35% among 380,000; inhibition, % at 9.99 µM;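 active = drop in luminescence signal, shown as inhibition above about 50% in the replicate tests, limit read from the data, passing the limit was not always enough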;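 note: agonist challenge used bursicon conditioned medium at about half maximal strength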
# FN deposition inh: fibronectin deposition inhibition; hit rate 0.086% among 350,000; inhibition, % at 12.6 µM; AH1F fibroblasts, Alexa488-fibronectin deposition fluorescence, overnight;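 active = mean inhibition across replicates of 30% or more, regardless of how many single replicates reach that level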;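 note: positive control wells lacked labelled fibronectin entirely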
#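 Material: AH1F fibroblast monolayer depositing Alexa488-labelled fibronectin into matrix | Input: 10000 AH1F cells/well | Medium: DMEM plus 2% serum, read in PBS | Reagent: Alexa488-fibronectin, 24 nM final in well | Compound dosing: One dose per compound, pinned | Schedule: 1 h adhesion, overnight exposure | Measured by: Fluorescence at 485 nm excitation, 525 nm emission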
# EWS-Fli block: inhibitors of EWS/Fli oncoprotein transcriptional activity; A673 NR0B1-luciferase reporter, viability-normalised; inhibition, % at 12.6 µM; hit rate 0.67% among 350,000;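 active = mean inhibition of at least 50% after viability correction, with every replicate also passing that limit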;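 note: firefly luciferase signal divided by Alamar Blue viability fluorescence both relative to DMSO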
# CASP6 VEID inh: caspase-6 (human) enzyme inhibition. purified caspase-6, Z-VEID-R110 cleavage fluorescence. inhibition, % at 12.5 µM. hit rate 0.53% among 350,000;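 active = mean inhibition across replicates at least about 35%, with every replicate also reaching that limit, limit read from the data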;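 note: 0% = median of neutral control wells and 100% = no fluorescence left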
# Target sequence (P55212 24-179 limits assumed): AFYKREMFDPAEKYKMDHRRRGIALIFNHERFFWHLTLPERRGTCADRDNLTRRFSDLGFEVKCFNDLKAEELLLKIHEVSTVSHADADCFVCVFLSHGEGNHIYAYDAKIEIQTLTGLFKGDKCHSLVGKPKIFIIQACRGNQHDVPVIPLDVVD
# Target sequence (P55212 194-293 limits assumed): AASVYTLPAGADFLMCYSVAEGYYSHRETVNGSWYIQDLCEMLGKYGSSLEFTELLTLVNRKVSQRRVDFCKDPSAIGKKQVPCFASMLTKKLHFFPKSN
# Cneo AK release: Cryptococcus neoformans lysis via adenylate kinase release | C. neoformans lysis, adenylate kinase release luminescence, 4 h; normalised: neutral wells 0, clomiphene wells 100 | hit rate 0.2% among 360,000 | lysis activity, % at 15 µM | AID 651654;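 active = mean lysis activity across replicates of at least 80%, whatever share of replicates individually reach that level; inactive = mean lysis activity below 80%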
#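 Signal: Adenylate kinase release luminescence | Assay system: Log-phase Cryptococcus neoformans yeast cells | Input: Cells at 5 × 10^6 per mL | Buffer or medium: Fresh YPD growth medium | Compound: Single dose | Schedule: Static 4 h at 37 °C with compound, 1 h detection | Controls: Clomiphene | Read-out: Luminescence rise reflecting yeast cell lysis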
# * hit, by the source's call; . = no result given; [ ] = another dose, or the depositor's remark.
compound,PAX8 reporter,miR-122 sensor,PGC1a acetyl inh,LGR2 antag,FN deposition inh,EWS-Fli block,CASP6 VEID inh,Cneo AK release
COc1ccccc1S(=O)(=O)N1CC[C@H]2[C@H](CO)Nc3ccc(-c4cccc(C#N)c4)cc3[C@H]21,-12,4[16.7 µM],-12,-18,14,-6,.,-4
O=C(CCCc1c[nH]c2ccccc12)Nc1ncccc1O,-3,-4,.,8,12,.,0,-2
O=C(COC(=O)C1CC2C=CC1C2)Nc1ccc2c(c1)OC(F)(F)O2 (centres undefined),2,-6,0,.,.,.,.,25
CN(CC(=O)NC(=O)Nc1ccccc1F)Cc1ccccc1F,-100,-5,6,-44,3,-52,-4,0
Cc1ccc(S(=O)(=O)Nc2ccc3c(c2)C(=O)N([C@@H](C)CO)C[C@@H](C)[C@H](CN(C)S(=O)(=O)c2ccc(F)cc2)OCCCC[C@H](C)O3)cc1,-19,-9[16.7 µM],-15,36,.,1,5,-3
Cc1cccc(NC(=O)CN2CCN(C(=O)CNC(=O)c3ccc(-c4ccccc4)cc3)CC2)c1C,22,12,18,29,-11,66*,0,-1
COc1cc2c3c(c1)c(N=NC(N)=S)c(O)n3C(C)(C)C=C2C,-3,-1,1,-1,-8,22,-1,.
CCCC(=O)Nc1ccc2nc(C)n(Cc3ccccc3Cl)c(=O)c2c1,9,-2,20,7,3,9,3,0
O=C1COc2ccc(S(=O)(=O)NCc3ccc(Cl)cc3)cc2N1,-7,-1,2,-9,0,.,0,-3
Cc1ccc(C)c(C(=O)COC(=O)c2n[nH]c3ccccc23)c1,-58,.,.,-64,-7,-78,0,.
NC(=O)COC(=O)c1cccc2c1-c1ccccc1C2=O,9,-12,3,4,-10,7,-1,0
C[C@H](CO)N1C[C@H](C)[C@@H](CN(C)S(=O)(=O)c2cn(C)cn2)Oc2ccc(NC(=O)c3ccncc3)cc2CC1=O,.,-1[16.7 µM],-1,-16,.,-17,1,-2
CCCCCCC#Cc1cncc(C(=O)NNC(=O)Nc2cc(Cl)cc(Cl)c2)c1,-20,-2,1,6,-16,20,-2,-1
COc1ccc(OC)c(/C=N/NC(=O)c2cccc3ccccc23)c1,6,8,3,-3,-2,6,-4,0
O=C(COC(=O)/C=C/c1ccccc1[N+](=O)[O-])Nc1ccc(OC(F)F)cc1,-6,0,7,-2,-7,.,.,0
Cc1ccc(NC2=C(Cl)C(=O)OC2OC(=O)c2ccco2)cc1C (centres undefined),8,-2,-23,.,4,17,3,0
COc1cccc(NC(=O)CN(C)C(=O)CC2Sc3ccccc3NC2=O)c1 (centres undefined),21,5,-3,3,-6,-2,1,3
O=C(CSc1nccn1Cc1ccc(F)cc1)NC1CCCC1,1,-5,2,11,2,-1,0,1
CCn1c(C(O)c2cc(OC)ccc2OC)nc2ccccc21 (centres undefined),0,-2,-2,-1,4,-24,0,1
COc1ccc2c3c([nH]c2c1)[C@@H](CO)N(S(=O)(=O)c1ccc(C)cc1)CC31CCN(C(=O)Cc2cccnc2)CC1,-6,.,5,-6,5,-3,3,.

# 2 of the compounds above, with two lines to a compound.
# Below each compound: PAX8 reporter | miR-122 sensor | PGC1a acetyl inh | LGR2 antag | FN deposition inh | EWS-Fli block | CASP6 VEID inh | Cneo AK release
> CCn1c(C(O)c2cc(OC)ccc2OC)nc2ccccc21 (centres undefined)
  0 | -2 | -2 | -1 | 4 | -24 | 0 | 1
> COc1cccc(NC(=O)CN(C)C(=O)CC2Sc3ccccc3NC2=O)c1 (centres undefined)
  21 | 5 | -3 | 3 | -6 | -2 | 1 | 3

# Next structures follow.
compound,PAX8 reporter,miR-122 sensor,PGC1a acetyl inh,LGR2 antag,FN deposition inh,EWS-Fli block,CASP6 VEID inh,Cneo AK release
C[C@@H]1CN([C@H](C)CO)C(=O)c2cc(C3=CCCC3)cnc2O[C@@H]1CN(C)C(=O)Nc1ccc(F)cc1,.,7[16.7 µM],0,12,0,-9,0,0
O=C(C[C@@H]1CC[C@H](NC(=O)NC2CCCCC2)[C@H](CO)O1)NCc1ccc(F)cc1,17,-25[16.7 µM],-7,0,1,-9,-4,2
COc1ccc(NC(=S)N/N=C2\CC(C)(C)Oc3ccc(O)cc32)cc1,2,.,.,-4,15,11,-2,.
C[C@@H]1CCCCO[C@@H](CN(C)Cc2ccc(C(F)(F)F)cc2)[C@@H](C)CN([C@H](C)CO)C(=O)c2cc(NC(=O)CCC(F)(F)F)ccc2O1,7,11[16.7 µM],-4,11,.,-14,2,1
COCC(=O)N[C@H]1CC[C@H](CC(=O)NCc2ccccc2OC)O[C@H]1CO,9,.,14,-7,9,1,-1,-1
CSc1ccccc1NC(=O)CN(C)C(=O)c1c(C)nn(Cc2ccccc2)c1C,0,-3,-6,-3,0,-2,-4,8
CC(=O)Nc1ccc(OCc2cnc(Cl)s2)cc1,-40,.,.,-17,-14,-17,-3,.
COc1ccc(-c2nnc(NC(=O)C(C)C)o2)cc1,-17,-3,2,9,7,-17,0,0
CCNC(=O)C[C@H]1C=C[C@H](NC(=O)C2CC2)[C@@H](CO)O1,-10,.,2,-1,-7,5,-3,-2
C[C@@H]1CCCCO[C@@H](CN(C)C(=O)CCC(F)(F)F)[C@H](C)CN([C@@H](C)CO)C(=O)c2cc(NS(C)(=O)=O)ccc2O1,-18,-5[16.7 µM],-1,-16,.,1,.,.
Cc1ccc(-c2nc3ncccc3o2)cc1NC(=O)Cc1ccc(Cl)cc1,.,0,15,.,11,.,.,2
COCCNC(=O)C[C@@H]1C[C@H]2c3cc(NC(=O)COC)ccc3O[C@H]2[C@@H](CO)O1,3,-4[16.7 µM],3,8,6,0,0,-7
O=C(COc1ccc(F)cc1Cl)N(Cc1nnc(-c2ccccc2Cl)o1)C1CC1,-1,-1,-17,-3,5,-2,0,1
O=S(=O)(Nc1nnc(C2CCCCC2)s1)c1ccc(F)cc1,1,0,.,-7,1,.,2,10
O=C(C[C@@H]1CC[C@@H]2[C@H](COC[C@@H](O)CN2CCC(F)(F)F)O1)N1CCC(Cc2ccccc2)CC1,19,0[16.7 µM],-2,24,-1,13,2,-3
Cc1ccc(C2=NNC3(CCOC(C)(C)C3)S2)cc1 (centres undefined),-78,.,.,-61,-3,-18,-4,.
COc1ccc(C2O[C@@H](C)[C@@H]3C(=O)N4CCc5c([nH]c6ccccc56)[C@@H]4C[C@@H]3N2C)cc1 (some centres undefined),-5,.,.,7,-3,2,-1,.
O=C(C[C@H]1CC[C@@H](NC(=O)Nc2ccc3c(c2)OCO3)[C@@H](CO)O1)NCc1ccc(F)cc1,-10,.,-1,-23,.,-3,-3,4
COC(=O)C1=CN(Cc2ccc(C)cc2)C=C(C(=O)OC)C1c1ccc(F)c(F)c1,1,.,-2,18,1,-8,-2,0
CCOc1ccc(OCC)c(S(=O)(=O)NCc2ccccc2)c1,14,.,.,13,2,-6,1,4
COc1ccc(NC(=O)C2(C)Cc3c(-c4cccc(C(N)=O)c4)ccnc3O2)cc1 (centres undefined),-10,2,-30,-1,11,33,4,2
COc1ccc(NC(=O)N2C[C@@H](O)COC[C@@H]3O[C@@H](CC(=O)NCc4ccccc4OC)CC[C@H]32)cc1,6,-11[16.7 µM],-2,-2,-10,-18,0,2
O=C(COC(=O)c1ccco1)NC1CCCCC1,-26,-4,-5,.,3,.,.,1
COc1ccccc1CNC(=O)C[C@@H]1CC[C@H](NC(=O)CN(C)C)[C@@H](CO)O1,-15,.,2,7,.,-11,1,0
CCCc1cc(=O)[nH]c(SCc2cc(=O)oc3c(C)c(C)ccc23)n1,5,9,.,-5,0,-16,-2,3
O=C(c1ccccc1F)N1CC[C@@H]2[C@H](CO)Nc3ccc(C#Cc4ccc(F)cc4)cc3[C@@H]21,-22,3[16.7 µM],1,-8,0,-10,.,4
COCCCNC(=O)C(=O)NCC(c1ccco1)N1CCN(c2ccc(OC)cc2)CC1 (centres undefined),-7,-10,2,5,1,-1,-6,0
Cc1ccccc1S(=O)(=O)NCc1ccc(N2CCN(C)CC2)cc1,-6,0,-1,.,-1,-37,-6,1
O=C(O)c1ccc(N=Nc2c(O)[nH]c3ccccc23)cc1,51,1,49*,31,-5,34,4,0
O=C(N[C@H]1CC[C@@H](CCNC(=O)C2CCCC2)O[C@H]1CO)c1ccccn1,-12,3[16.7 µM],1,-8,8,0,-2,-6
C[C@@H]1CN([C@@H](C)CO)C(=O)c2c(c3ccccc3n2C)-c2ccccc2CO[C@@H]1CN(C)S(=O)(=O)c1ccccc1,.,.,-6,-2,12,-16,0,-2
O=C(O)C(c1ccccc1)C1(O)CCC1 (centres undefined),-7,2,2,.,5,3,-4,1
CCc1ccc(C(=O)Nc2cccnc2Oc2ccc(Cl)cc2)cc1,-6,.,87*,-20,5,-24,-2,.
COc1ccc(C(=O)CN2C(=O)C(C)(C)Oc3ccc(C(=O)N4CCCCCC4)cc32)cc1,3,32,-7,.,-2,.,.,4
CCOC(=O)c1ccc(NC(=O)CN2CCN(C(=O)C3CCCO3)CC2)cc1 (centres undefined),-3,0,.,11,.,.,-3,1
O=C(COC(=O)c1ccccn1)Nc1ccc2c(c1)OCCO2,2,.,.,-29,-3,2,26,-3
C[C@H](CO)N1C[C@H](C)[C@H](CN(C)Cc2ccc(C(=O)O)cc2)Oc2ccc(NC(=O)c3ccncc3)cc2CC1=O,4,-5[16.7 µM],7,-4,.,-8,2,1
CCOC(=O)c1cnn(-c2nc(OCC)cc(OCC)n2)c1C,-1,-7,.,-7,7,12,-3,5
O=C(COC(=O)/C=C/c1cccc(Br)c1)Nc1cccc(S(=O)(=O)NC2=NCCC2)c1,-3,-3,1,-2,3,3,2,-1
COc1ccc(CC(=O)Nc2cc(C)ccc2O)cc1OC,-2,.,.,4,1,10,5,.
CC(c1ccccc1)N1C(=O)c2cccnc2C1=O (centres undefined),18,-2,7,2,4,1,1,1
COCC(=O)Nc1ccc2c(c1)OC[C@@H](C)N(Cc1ccccc1OC)C[C@H](C)[C@H](OC)CN(C)C2=O,-9,.,-7,-2,5,7,-3,0
C[C@@H]1CCCCO[C@H](CN(C)C(=O)CCCN(C)C)[C@H](C)CN([C@@H](C)CO)C(=O)c2cc(NC(=O)Nc3cccc4ccccc34)ccc2O1,-21,18[16.7 µM],-3,-11,.,-5,-2,3
O=C(C[C@@H]1CC[C@@H]2[C@H](COC[C@H](O)CN2C(=O)c2cccnc2)O1)NCC1CC1,.,-1[16.7 µM],0,-12,-5,.,2,-1
CC(=O)N1CC(C)Oc2ccc(S(=O)(=O)NC(CC(=O)O)c3cc(C)ccc3C)cc21 (centres undefined),10,-1,-4,5,10,1,3,6
COc1ccccc1NC(=O)N[C@H]1CC[C@@H](CCNC(=O)c2ccc3c(c2)OCO3)O[C@H]1CO,13,-6[16.7 µM],3,2,3,4,-4,22
COc1ccc(/C=C(/NC(=O)c2ccccc2)C(=O)N2CCCC2)cc1,3,.,.,4,0,4,0,4
COCc1nnc(NS(=O)(=O)c2ccc(OC)cc2)s1,-17,3,13,3,14,1,0,-1
Cc1ccc(-c2ccccc2[C@H]2[C@@H](C#N)N(S(C)(=O)=O)[C@@H]2CO)cc1,1,.,3,-8,-8,1,0,.
Cc1ccc(S(=O)(=O)N2C[C@@H]3[C@H](c4ccccc42)[C@H](CO)N3Cc2cccnc2)cc1,3,-7[16.7 µM],-11,14,-5,11,1,-1
Nc1nnc(SCC(=O)OCC(=O)c2ccccc2)s1,-8,.,3,19,1,-4,-3,.
